NOD2-RIPK2 inh: blocks binding of human NOD2 to RIPK2; O43353; CHO BLA complementation NOD2-RIPK2, CCF4 ratio; inhibition, % at 4.98 µM; hit rate 0.38% among 360,000; in the data active = inhibition above about 21%;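 also: 0% = vehicle only and 100% = reference blocker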
Target sequence (O43353 whole entry, looked up): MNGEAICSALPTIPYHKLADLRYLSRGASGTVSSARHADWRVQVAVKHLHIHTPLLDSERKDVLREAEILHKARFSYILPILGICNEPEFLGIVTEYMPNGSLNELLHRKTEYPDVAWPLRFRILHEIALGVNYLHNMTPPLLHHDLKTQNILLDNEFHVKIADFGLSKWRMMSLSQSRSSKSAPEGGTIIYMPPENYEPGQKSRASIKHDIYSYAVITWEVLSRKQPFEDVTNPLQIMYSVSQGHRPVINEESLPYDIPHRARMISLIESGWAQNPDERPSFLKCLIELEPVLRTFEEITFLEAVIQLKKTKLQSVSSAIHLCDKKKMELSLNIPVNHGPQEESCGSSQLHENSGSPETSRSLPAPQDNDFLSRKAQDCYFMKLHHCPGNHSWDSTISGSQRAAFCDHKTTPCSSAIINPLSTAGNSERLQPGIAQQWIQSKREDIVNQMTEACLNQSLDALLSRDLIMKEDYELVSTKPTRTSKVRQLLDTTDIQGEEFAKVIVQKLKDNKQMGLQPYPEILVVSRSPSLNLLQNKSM
ABCB6 inh 2: human ABCB6 transporter inhibition; Q9NP58; K562-ABCB6 porphyrin accumulation, flow cytometry, 1 h; active compounds read low; fluorescence ratio to DMSO, % at 10 µM; hit rate 0.19% among 360,000;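 active = fluorescence ratio to DMSO below 75%, the collection mean minus 3 SD; inconclusive = too few cells collected in the well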;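 also: signal is porphyrin accumulated inside mitochondria; 100% equals median channel fluorescence of DMSO control wells; lower ratio means ABCB6 inhibition with less porphyrin fluorescence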
MC4R antagonist: blocks human MC4R cAMP signaling | MC4R-expressing cells, MTII-stimulated cAMP, LANCE TR-FRET | inhibition, % at 6.5 µM | hit rate 0.48% among 360,000 | AID 540295;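 active = inhibition above its plate's cutoff, the mean of tested wells on that plate plus 3 SD, cut at about 29% in these data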;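 also: 0% = Melanotan II alone and 100% = Melanotan II plus saturating MCL0020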
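Material: U2OS-MC4R stable cell line | Reagent: Melanotan II challenge after compound preincubation | Doses: One concentration, 6.5 µM nominal | Incubation: 30-min compound preincubation, 1-h Melanotan II challenge, 1-h detection, room temperature | Signal: TR-FRET cAMP assay | Replicates: One well per compound, no replicates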
Granule exo inh: blocks lytic granule exocytosis | AID 651702 | inhibition, % at 10 µM | TALL-104 LAMP-1 surface exposure, flow cytometry; cells stimulated with thapsigargin and PMA | hit rate 0.66% among 360,000;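 active = inhibition above about 55%, limit read from the data; inconclusive = no clear call, values can overlap the other calls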
Vif inh: blocks HIV Vif function; HEK293T cells, Vif self-association by quenched fluorescence, imaging, 24 h; inhibition, % at 7.49 µM; hit rate 0.35% among 340,000; AID 602346; in the data active = inhibition above about 50%, passing the limit was not always enough; inconclusive = no clear call, values can overlap the other calls; inactive = below about 31%; also: some results filed as inactive read as strong as hits
MC4R ag barr: agonists of human melanocortin 4 receptor (MC4R) beta-arrestin. P32245. U2OS MC4R beta-arrestin complementation, luminescence; percent of melanotan II response, DMSO zero. activation, % at 8.9 µM. hit rate 0.98% among 360,000. AID 540308;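 active = activation above a per-plate cutoff, the mean activation of sample wells on that plate plus 3 SD, cut at about 8% in these data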
ABHD5-PLIN5 inh: blocks binding of human ABHD5 to perilipin-5; inhibition, % at 4 µM; AID 602281; Q00G26+Q8WTS1; hit rate 0.78% among 360,000; Split G. princeps luciferase complementation, luminescence, 4 h;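 active = inhibition above the mean inhibition across every tested compound plus 3 SD, cut at about 22% in these data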;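 also: 0% = DMSO only wells and the 100% control is not disclosed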
aDG glyco act: alpha-DG glycosylation activation; Pro5-aDG cells, alpha-DG glycosylation AlphaScreen (IIH6); 0% Pro5, 100% B10-LARGE cell signal; activation, % at 10 µM; hit rate 0.22% among 360,000; AID 624168;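 active = activation of at least 8% versus controls, or a plate z-score of at least 8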;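 also: Pro5 are CHO cells carrying HIG-tagged alpha-DG that lacks glycosylation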
Glyco luc inh: N-linked glycosylation inhibition | AID 588692 | D54 ERlucT glycosylation luciferase reporter, 24 h; percent of 100 nM tunicamycin response | hit rate 0.23% among 360,000 | reporter increase, % at 12.5 µM;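 active = mean luciferase reporter signal, scaled so untreated is 0 and the glycosylation-blocking control 100, at or above a set limit in every replicate; inconclusive = mean reaches the limit but not every replicate does; inactive = mean below the limit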;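 also: luciferase carries N-glycosylation sites so blocking glycosylation raises the light; 0% = median of neutral control wells and 100% = median of 100 nM tunicamycin wells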
TLR9-MyD88 block: inhibitors of human TLR9-MyD88 binding; AID 504734; CHO BLA complementation TLR9-MyD88, CCF4 FRET ratio; inhibition, % at 4.98 µM; hit rate 0.21% among 340,000; Q9NR96+Q99836;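 active = inhibition above the mean over all tested compounds plus 3 SD, cut at about 21% in these data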;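 also: 0% = DMSO only wells and 100% = clavulanate BLA inhibitor control wells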
* hit, by the source's call; ? = inconclusive; nt = no result given. The list is partial; the hit share may differ from the screen's.

molecule,NOD2-RIPK2 inh,ABCB6 inh 2,MC4R antagonist,Granule exo inh,Vif inh,MC4R ag barr,ABHD5-PLIN5 inh,aDG glyco act,Glyco luc inh,TLR9-MyD88 block
Cc1ccc(-c2nnc(-n3nc(C)cc3C)c3ccccc23)cc1,6,102,9,-3,-17,-0.8,-6,0.0,1,-11
O=C(CC1SCCNC1=O)Nc1cccc(C(F)(F)F)c1 (configuration not stated),-3,101,-7,1,9,4.5,16,-0.1,1,-3
O=C(CSc1ccc(S(=O)(=O)N2CCCCC2)cn1)Nc1ccccc1Br,1,92,2,5,-6,-3.8,0,0.2,-2,6
CCC(=O)Nc1ccc(-c2ccc(N3CCC(C)CC3)nn2)cc1,5,89,2,-2,?,-2.5,5,0.0,-3,-2
COC(=O)c1ccc(/C=C/c2ccc3cccc(OC(C)=O)c3n2)cc1,5,83,10,6,5,-3.2,-6,-0.1,3,10
CCOc1ncccc1C(=O)OCC(=O)Nc1ccc(C)c(S(=O)(=O)N(C)C)c1,-10,96,1,3,2,-2.2,3,0.1,-3,5
C/C(=N\NC(=O)Cn1cnc2ccccc21)c1cccs1,-10,104,7,5,3,-2.6,3,-0.1,-2,-1
Cc1cc2nc3ccc(=[N+](C)C)cc-3sc2cc1N,3,103,-45,-4,-18,-4.0,9,36*,-20,0
COC(=O)c1ccccc1NC(=O)c1sc(=S)n(C)c1N,4,97,2,11,8,1.2,2,-0.1,1,7
CCc1ccc(NC(=O)c2cnn(-c3ccccc3)c2C2CCNCC2)cc1,2,98,0,0,-2,-3.2,1,0.1,-2,-1
CCS(=O)(=O)CCSc1nc2ccccc2o1,-15,103,-3,-2,9,-0.6,-2,-0.1,2,-9
CNC(=O)CSCc1c(Cl)cccc1Cl,-4,103,-2,2,2,0.4,-5,-0.4,0,10
CCCCCc1ccc(-c2nnc(N)s2)cc1,4,95,12,-4,-23,3.8,-8,1.7,-1,10
CN(C)Cc1c(C(=O)Nc2ccccc2)[nH]c2ccccc12,-5,90,0,2,-3,-1.1,-2,0.1,-1,-8
CCN(CC)C(=O)N1c2ccccc2CC(N(CC)CC)c2ccccc21 (configuration not stated),5,105,-1,0,-2,-1.3,2,0.1,-2,0
CCc1ccccc1Oc1nc(NCc2ccccc2)nc2ccsc12,-4,93,6,?,-7,-1.7,-10,0.6,-4,nt
O=C(CN1C(=O)c2ccccc2S1(=O)=O)NCc1ccccc1Cl,1,104,5,-5,2,-0.2,-6,0.3,0,-2
O=C1c2ccccc2NC(c2ccco2)N1NS(=O)(=O)c1ccccc1 (configuration not stated),-5,97,1,-1,1,-1.6,-4,-0.4,1,nt
O=[N+]([O-])c1ccc(N2CCN(Cc3ccccc3)CC2)c2c1no[n+]2[O-],-5,111,7,29,114*,-1.9,10,-0.5,-9,-7
CS(=O)(=O)N1CCN(C(=O)C2c3ccccc3Oc3ccccc32)CC1,4,101,2,-1,4,-2.3,-1,0.0,2,-6
COc1ccc2oc(C(=O)NCCC(C)C)c(C)c2c1,-9,93,-2,1,0,1.9,10,0.0,-5,-8
COC(=O)N1C(=O)[C@](Cc2ccccc2)(c2ccccc2)N1C(=O)OC,-6,100,0,10,0,-1.5,4,-0.2,-15,-6
CC(O)(c1cccnc1)c1nc(-c2ccc(S(C)(=O)=O)cc2)cs1 (configuration not stated),-4,101,6,-4,-5,-0.5,-2,-0.3,-1,nt
Cc1ccc(NC(=O)c2cc(C)on2)cc1,5,96,17,1,0,-1.7,7,0.2,-6,-1

Random excerpt: 2 records from the list
molecule,NOD2-RIPK2 inh,ABCB6 inh 2,MC4R antagonist,Granule exo inh,Vif inh,MC4R ag barr,ABHD5-PLIN5 inh,aDG glyco act,Glyco luc inh,TLR9-MyD88 block
COC(=O)N1C(=O)[C@](Cc2ccccc2)(c2ccccc2)N1C(=O)OC,-6,100,0,10,0,-1.5,4,-0.2,-15,-6
O=C(CC1SCCNC1=O)Nc1cccc(C(F)(F)F)c1 (configuration not stated),-3,101,-7,1,9,4.5,16,-0.1,1,-3

Reformatted: entries from further up.
> Cc1cc2nc3ccc(=[N+](C)C)cc-3sc2cc1N
  NOD2-RIPK2 inh = 3	ABCB6 inh 2 = 103	MC4R antagonist = -45	Granule exo inh = -4	Vif inh = -18	MC4R ag barr = -4.0	ABHD5-PLIN5 inh = 9	aDG glyco act = 36*	Glyco luc inh = -20	TLR9-MyD88 block = 0

> CCN(CC)C(=O)N1c2ccccc2CC(N(CC)CC)c2ccccc21 (configuration not stated)
  NOD2-RIPK2 inh = 5	ABCB6 inh 2 = 105	MC4R antagonist = -1	Granule exo inh = 0	Vif inh = -2	MC4R ag barr = -1.3	ABHD5-PLIN5 inh = 2	aDG glyco act = 0.1	Glyco luc inh = -2	TLR9-MyD88 block = 0

> CNC(=O)CSCc1c(Cl)cccc1Cl
  NOD2-RIPK2 inh = -4	ABCB6 inh 2 = 103	MC4R antagonist = -2	Granule exo inh = 2	Vif inh = 2	MC4R ag barr = 0.4	ABHD5-PLIN5 inh = -5	aDG glyco act = -0.4	Glyco luc inh = 0	TLR9-MyD88 block = 10

> CS(=O)(=O)N1CCN(C(=O)C2c3ccccc3Oc3ccccc32)CC1
  NOD2-RIPK2 inh = 4	ABCB6 inh 2 = 101	MC4R antagonist = 2	Granule exo inh = -1	Vif inh = 4	MC4R ag barr = -2.3	ABHD5-PLIN5 inh = -1	aDG glyco act = 0.0	Glyco luc inh = 2	TLR9-MyD88 block = -6
